Compound activity from PubChem BioAssay.
LDHA block – inhibitors of human lactate dehydrogenase A. activity change, % (values are at about 110 or 230 µM). purified LDHA, NADH/diaphorase-resazurin fluorescence; hits give low values. P00338. hit rate 0.15% among 480,000; in the data active = activity change below about -30%; inconclusive = mostly about -25% to -30%;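 note: plate controls were DMSO wells for no effect and wells without enzyme for full effect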
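LDH5 2 nM; NADH 0.06 mM, pyruvate 0.2 mM; 200 mM Tris pH 7.4, EDTA, Tween-20; 5 min RT. Detection: diaphorase 0.133 mg/mL + resazurin 37 µM, fluorescence ex540/em590 at 0 and 20 min; normalized to enzyme-free and DMSO wells.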
Vif-APOBEC3F blk – Vif-A3F binding inhibition; AID 602313; HeLa A3F-eYFP + Vif (tagged APOBEC3F with the HIV-1 protein that degrades it), YFP fluorescence increase; hit rate 0.2% among 390,000; Potency, µM (titrated, usually from 46.1 µM), for the others: top-dose activity, negative = active; note: potency is the fitted concentration of half-maximal effect; % of control where 0% means no effect; nearly all actives have a fitted effect of over 65% in size
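Fluorescence increase (Ex 488/Em 500-530) after overnight compound treatment at 37 deg C flags inhibition of Vif-driven A3F-eYFP loss in stable HeLa A3F-eYFP/Vif cells seeded overnight beforehand.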
Vif-A3G inh – blocks the Vif interaction with human APOBEC3G; Q9HC16; AID 602310; Potency, µM (series often up to 46.1 µM), inactives show at the highest dose activity, negative = active, actives largely listed as inhibitors; hit rate 0.076% among 410,000; HeLa A3G-eYFP + Vif (tagged APOBEC3G with the HIV-1 protein that degrades it), YFP fluorescence, overnight;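 note: potency is the fitted concentration of half-maximal effect; % is set by controls: 0 for no effect and ±100 for the full control effect; nearly all actives have a fitted effect of over 60% in size; hits raise eYFP signal because A3G escapes Vif-driven loss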
Target sequence (Q9HC16 whole entry, looked up): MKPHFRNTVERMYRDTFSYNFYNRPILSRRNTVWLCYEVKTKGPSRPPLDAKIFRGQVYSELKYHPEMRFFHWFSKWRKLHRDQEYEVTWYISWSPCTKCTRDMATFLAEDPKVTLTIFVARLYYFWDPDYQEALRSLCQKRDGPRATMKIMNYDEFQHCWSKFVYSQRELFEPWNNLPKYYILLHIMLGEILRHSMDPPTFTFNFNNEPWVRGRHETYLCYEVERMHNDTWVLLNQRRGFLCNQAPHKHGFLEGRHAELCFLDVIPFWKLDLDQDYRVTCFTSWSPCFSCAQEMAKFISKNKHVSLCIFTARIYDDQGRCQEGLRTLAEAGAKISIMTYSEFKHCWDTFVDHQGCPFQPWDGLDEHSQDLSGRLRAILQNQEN
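Read-out is eYFP fluorescence (Ex 488/Em 500-530) from Vif-expressing HeLa A3G-eYFP cells; more signal means A3G escaped Vif-mediated degradation. Cells plated overnight, compound pinned in, incubated overnight at 37 deg C.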
D2 agonist – D2 dopamine receptor (human) agonism; activation, % at 2 µM; AID 485358; P14416; hit rate 0.53% among 340,000; HEK293 T-REx D2 cells, calcium flux agonist mode;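 active = activation over 3 SD above normal in the single-dose calcium agonist read, cut at about 30% in these data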; note: 0% is about no effect
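Calcium-flux readout, 1 cycle/sec over 180 s following compound pin transfer, in inducible HEK293 Trex D2 cells (force-coupled); dopamine controls included. Positive calcium responses during this window marked compounds as potential agonists.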
12-LOX inh – blocks human arachidonate 12S-lipoxygenase; purified 12hLO, xylenol orange hydroperoxide absorbance; Potency, µM (titrated, usually from 108 µM), without a hit: top-dose activity change, negative = inhibition, hits mostly inhibitors; hit rate 1.1% among 580,000; note: potency is the fitted concentration of half-maximal effect; % is set by controls: 0 for no effect and ±100 for the full control effect
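Hydroperoxide product was detected by ferrous iron/xylenol orange as the 573 to 405 nm absorbance ratio. Arachidonic acid at 40 uM (final) was turned over for 30 min at room temperature by 150 nM human 12hLO, pH 7.0 Hepes buffer, after 15 min compound preincubation.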
D2 antag – D2 dopamine receptor (human) antagonism; hit rate 2% among 340,000; HEK293 TREx D2 cells, calcium flux, dopamine EC80; AID 485344; P14416; inhibition, % at 10 µM; in the data active = inhibition above about 30%; note: 0% is about no effect
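HEK293 T-REx D2 cells, tet-induced, calcium dye no-wash. Cpd pintool add, 180 s kinetic, then EC80 DA, 180 s kinetic. Ca flux read.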
RGS4 inhibitor – inhibitors of human regulator of G protein signaling 4 | hit rate 0.039% among 390,000 | P49798 | Transcreener GDP fluorescence polarization, RGS4-accelerated GTP hydrolysis | Potency, µM (series often up to 114 µM), for the others: at the highest dose activity change, negative = inhibition, usual class: inhibitors | AID 504845; note: potency is the fitted concentration of half-maximal effect; % is set by controls: 0 for no effect and ±100 for the full control effect; nearly all actives have a fitted effect of over 75% in size; some results filed as inactive show a strong effect at the top dose
Target sequence (P49798 whole entry, looked up): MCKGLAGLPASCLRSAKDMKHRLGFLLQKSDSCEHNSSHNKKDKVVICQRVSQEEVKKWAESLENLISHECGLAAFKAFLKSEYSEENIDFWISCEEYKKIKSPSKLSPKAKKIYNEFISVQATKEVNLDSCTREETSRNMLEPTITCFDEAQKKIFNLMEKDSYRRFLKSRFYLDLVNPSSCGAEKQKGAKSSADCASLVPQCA
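MLSMR compounds (23 nl, pin-transferred) preincubated 10 min at room temperature with a 500nM (2x) first reagent, then RGS4 at 900nM (2x) plus Transcreener GDP mix added; fluorescence polarization (620/688 nm) read before and after 90 min at 30 °C.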
GRP78 ERSR act – induces the endoplasmic reticulum stress response in human glioma cells; U87-MG GRP78 promoter luciferase reporter, 16 h; Potency, µM, for inactives: at the highest dose activation, actives largely listed as activators; hit rate 0.02% among 420,000; note: potency is the fitted concentration of half-maximal effect; series mostly up to about 76 µM; % of control where 0% means no effect; nearly all actives have a fitted effect of over 35% in size
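ERSR induction read as luciferase luminescence (Bright-Glo, 10 min at room temperature) in stably transfected human U87-MG glioma cells exposed to compounds for 16 h, using GRP78 as sensor.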
ERG-DNA inh – ERG Ets/DNA interaction inhibition; P11308; fluorescence polarization, His-ERG Ets domain / labelled DNA; Potency, µM (top dose mostly 76.9 µM), for the others: at the top dose FP activity, negative = inhibition, most hits filed as inhibitors; hit rate 0.028% among 370,000; AID 624246; active = well fitted inhibition curve with a large enough effect in the polarisation, with a control signal flat; inconclusive = small, poorly fitted or top-dose-only effect, or effect the other way, or a change in a side signal; inactive = no such curve, though single readings can be large or run the other way; the % refers to the polarisation;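 note: polarization taken with two DNA probes labelled with fluorescein and Texas red; potency is the fitted concentration of half-maximal effect; % of control where 0% means no effect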
Target sequence (P11308 whole entry, looked up, the tested form may be a part): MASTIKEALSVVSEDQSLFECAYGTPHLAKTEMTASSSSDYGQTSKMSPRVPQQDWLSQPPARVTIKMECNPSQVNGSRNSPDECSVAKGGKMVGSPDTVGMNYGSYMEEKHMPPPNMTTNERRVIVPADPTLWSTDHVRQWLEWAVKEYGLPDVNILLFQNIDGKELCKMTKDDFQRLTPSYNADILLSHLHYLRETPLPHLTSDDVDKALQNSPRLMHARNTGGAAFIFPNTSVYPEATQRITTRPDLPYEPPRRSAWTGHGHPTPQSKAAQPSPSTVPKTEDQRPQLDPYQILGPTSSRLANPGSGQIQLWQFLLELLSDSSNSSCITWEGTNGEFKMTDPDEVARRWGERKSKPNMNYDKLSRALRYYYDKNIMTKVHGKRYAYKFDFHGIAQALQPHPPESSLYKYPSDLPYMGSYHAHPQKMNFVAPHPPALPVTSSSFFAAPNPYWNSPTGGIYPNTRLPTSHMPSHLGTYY
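His-tagged ERG Ets domain (1 uM in the protein solution; 300mM KCl, 50mM Tris-HCl, 1mM EDTA, 1mM DTT, pH 7.5) received compound, then a probe mix of 5 nM fluorescein-DNA and 100nM Texas-615-DNA. Fluorescence polarization was read for both dyes.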
* marks the source's active call; other numbers are inactive results; ? = inconclusive; · = not tested or not shown; & = joins results of further samples; [ ] = dose if it differs, or a comment. Unless noted, calls come from the whole dose curve; as a rule, active = well fitted curve in the direction sought with a large enough effect; inconclusive = small, poorly fitted or top-dose-only effect, or another doubt; inactive = no such curve, though single readings can be large; an effect the other way counts as inactive or inconclusive.

canonical_smiles,LDHA block,Vif-APOBEC3F blk,Vif-A3G inh,D2 agonist,12-LOX inh,D2 antag,RGS4 inhibitor,GRP78 ERSR act,ERG-DNA inh
O=C(CNC(=O)CNC(=O)c1ccc(Cl)cc1Cl)NCc1cccc(Cl)c1,0,10%,-5%,-1.1,?,-5,-7%,-5%,14%
O=C(COC(=O)C1c2ccccc2Oc2ccccc21)NC1CCS(=O)(=O)C1 (stereo not drawn),-2,0%,0%,·,-47%,·,-57%[56.9 µM],-2%,2%
COc1ccc(-c2cc(C(=O)Nc3c(C)nn(Cc4ccccc4Cl)c3C)no2)cc1OC,0,1%,2%,-1.5,5%,-4,-9%,-4%,-3%
CCOC(=O)C1=CCN(S(=O)(=O)c2ccc(C)cc2)C1c1ccc(Cl)cc1 (stereo not drawn),-5,·,-5%,·,0%,·,·,-6%,·
CC1CCCN(C(=O)CCNS(=O)(=O)c2ccc3c(c2)c(=O)n(C)c(=O)n3C)C1 (stereo not drawn),-5,2%,2%,0.2,12%,-10,2%,-2%,-8%
COc1ccc(CCNC(=O)CNS(=O)(=O)c2ccc(Br)s2)cc1OC,2,-1%,-1%,-0.3,?,12,-27%,-2%,·
Cc1nc(NC(=O)c2cccnc2)ccc1Br,-10,16%,-1%,0.4,8%,5,29%,4%,3%
CN1CCN(CC(=O)N/N=C/c2ccc(F)c(F)c2)CC1,-20,-7%,-2%,0.0,?,-2,8%,-4%,-5%
COc1ccc(CNC(=O)CSc2nnc(NC(=O)C3CC3)s2)cc1,-4,10%,2%,1.4,8%,7,3%,-1%,8%
Clc1ccc(-n2nnnc2CN2CCOCC2)cc1Cl,13,3%,-2%,0.6,-4%,6,13%,-4%,9%
CN(C)CC(C)(C)CNC(=O)C1CCN(Cc2ccccc2O)CC1,?,0%,0%,0.4,0%,9,24%,-8%,-12%
C=CC[C@@H](Cc1ccc(F)cc1)C(=O)OC[C@@H]1CCCN1C(=O)[C@H](CC=C)CC(=O)NCCO,0,0%,0%,·,-13%,·,-17%,-3%,-21%
O=C1COC(c2ccccc2)=CN1Cc1ccccc1,-2,4%,1%,-1.4,7%,-6,-34%,-2%,-1%
COc1ccc2[nH]cc(C(=O)CCl)c2c1,-2,2%,?,1.3,?,22,3%[56.9 µM],-17%,5%
CN1CCN(S(=O)(=O)c2ccccc2)C(c2ccccc2)C1 (stereo not drawn),0,0%,-3%,·,1%,·,18%,-2%,6%
CCCCc1c(C)nc2ccc(Br)cc2c1SC(N)N,-5,-4%,0%,0.8,-20%,1,5%,-1%,-8%
Cn1c2ccccc2c2cc([N+](=O)[O-])ccc21,-3,-12%,-1%,-0.9,0%,-3,-24%,-3%,2%
O=C(CCN1CCCCC1)N/N=C/c1ccc(Br)cc1,-4,-10%,-1%,1.0,-9%,-21,-9%[11.4 µM],-4%,12%
O=C(NCC1(N2CCCCC2)CCCCC1)c1cccc(NS(=O)(=O)c2ccccc2)c1,-9,-6%,1%,0.6,-9%,6,3%,-3%,-5%
Cc1ccn2cc(-c3cccc(S(=O)(=O)N4CCCC4)c3)nc2c1,0,-10%,2%,·,-28%,·,-1%,6%,-3%
CCOC(=O)N1CCN(S(=O)(=O)c2cccs2)CC1,-5,4%,5%,0.0,-24%,-10,-3%,-7%,-4%
COc1ccccc1-c1coc2cc(OC(=O)N3CCOCC3)ccc2c1=O,-7,4%,-3%,0.5,?,-3,27%,2%,-2%
COc1ccccc1CNC(=O)C1CCCN(S(=O)(=O)c2cccs2)C1 (stereo not drawn),-9,-3%,1%,1.0,-13%,-9,18%,-3%,10%
O=C(O)C1C2C=CC(C3CC23)C1C(=O)O (stereo not drawn),4,2%,1%,·,-25%,·,1%,2%,·
O=C(Nc1ccc(N2CCN(C(=O)c3ccccc3)CC2)cc1)c1ccc(Br)o1,0,6%,3%,0.3,381%[activator],5,-5%,-10%,-7%
Cc1cc2oc(C(=O)N(Cc3ccccc3)c3ccccn3)cc(=O)c2cc1Cl,-1&0,-6%,2%,·,-3%&28%,·,-10%,-4%,8%
O=C(Nc1cc([N+](=O)[O-])ccc1O)c1ccc2c(c1)C(=O)N(Cc1ccco1)C2=O,-56*,1%,-12%,0.8,228%[activator],-12,?,2%,8%
CCOc1ccc(NC(=O)CSC2=C(C#N)C(c3ccc4c(c3)OCO4)CC(=O)N2)cc1 (stereo not drawn),-16,4%,1%,1.0,0%[57.4 µM],29,35%,-3%,-9%
CCCc1cc(=O)oc2cc(C)cc(OCC(=O)NCCCN3CCOCC3)c12,-4&-24,-1%,2%,0.1,2%&35%,2,9%,1%,-3%
CCOC(=O)c1ccc(NC(=O)Cn2c3ncccc3c(=O)n2-c2ccc(C)c(C)c2)cc1,-4,3%,11%,·,5%,·,-2%,-1%,2%

Sorted by number of heavy atoms (smallest number first): part of the list above.
canonical_smiles,LDHA block,Vif-APOBEC3F blk,Vif-A3G inh,D2 agonist,12-LOX inh,D2 antag,RGS4 inhibitor,GRP78 ERSR act,ERG-DNA inh
COc1ccc2[nH]cc(C(=O)CCl)c2c1,-2,2%,?,1.3,?,22,3%[56.9 µM],-17%,5%
Cn1c2ccccc2c2cc([N+](=O)[O-])ccc21,-3,-12%,-1%,-0.9,0%,-3,-24%,-3%,2%
O=C1COC(c2ccccc2)=CN1Cc1ccccc1,-2,4%,1%,-1.4,7%,-6,-34%,-2%,-1%
CN(C)CC(C)(C)CNC(=O)C1CCN(Cc2ccccc2O)CC1,?,0%,0%,0.4,0%,9,24%,-8%,-12%
COc1ccccc1CNC(=O)C1CCCN(S(=O)(=O)c2cccs2)C1 (stereo not drawn),-9,-3%,1%,1.0,-13%,-9,18%,-3%,10%
O=C(CNC(=O)CNC(=O)c1ccc(Cl)cc1Cl)NCc1cccc(Cl)c1,0,10%,-5%,-1.1,?,-5,-7%,-5%,14%
COc1ccccc1-c1coc2cc(OC(=O)N3CCOCC3)ccc2c1=O,-7,4%,-3%,0.5,?,-3,27%,2%,-2%
O=C(Nc1ccc(N2CCN(C(=O)c3ccccc3)CC2)cc1)c1ccc(Br)o1,0,6%,3%,0.3,381%[activator],5,-5%,-10%,-7%
O=C(Nc1cc([N+](=O)[O-])ccc1O)c1ccc2c(c1)C(=O)N(Cc1ccco1)C2=O,-56*,1%,-12%,0.8,228%[activator],-12,?,2%,8%
CCOc1ccc(NC(=O)CSC2=C(C#N)C(c3ccc4c(c3)OCO4)CC(=O)N2)cc1 (stereo not drawn),-16,4%,1%,1.0,0%[57.4 µM],29,35%,-3%,-9%
COc1ccc(-c2cc(C(=O)Nc3c(C)nn(Cc4ccccc4Cl)c3C)no2)cc1OC,0,1%,2%,-1.5,5%,-4,-9%,-4%,-3%

Whole records as entered above. Screens in order: LDHA block, Vif-APOBEC3F blk, Vif-A3G inh, D2 agonist, 12-LOX inh, D2 antag, RGS4 inhibitor, GRP78 ERSR act, ERG-DNA inh
Entry for `CCCCc1c(C)nc2ccc(Br)cc2c1SC(N)N` : -5, -4%, 0%, 0.8, -20%, 1, 5%, -1%, -8%
Entry for `O=C1COC(c2ccccc2)=CN1Cc1ccccc1` : -2, 4%, 1%, -1.4, 7%, -6, -34%, -2%, -1%

Carrying on:
canonical_smiles,LDHA block,Vif-APOBEC3F blk,Vif-A3G inh,D2 agonist,12-LOX inh,D2 antag,RGS4 inhibitor,GRP78 ERSR act,ERG-DNA inh
Cn1c(CNC(=O)CNS(=O)(=O)c2ccc(F)cc2F)cc(=O)n(C)c1=O,-1,-5%,0%,-0.3,12%,-10,8%,-2%,-10%
O=C(CSc1nc2ccccc2o1)c1cc2ccccc2oc1=O,-2,-14%,-12%,0.1,21%,0,?,?,8%
CCOc1ccccc1C(=O)N1CCCCC1CCN1CCOCC1 (stereo not drawn),-7,-1%,-1%,0.5,0%,·,16%,-2%,-1%
O=C(CCCn1cnc([N+](=O)[O-])n1)Nc1ccc(Cl)cc1Cl,10,-18%,2%,-2.5,-2%,3,-3%,1%,-1%
CC(=O)n1c(C=Nc2ccccc2)c(O)c2ccccc21,3,?,-15%,13,-7%,12,-21%,6%,-1%
CCCCNC(=O)C1(C)CCN1C(=O)c1sccc1C (stereo not drawn),1,·,1%,·,3%,·,·,-3%,·
CCOc1ccc2[nH]c(=O)c(CN(CCO)Cc3nnnn3CCc3ccccc3)cc2c1,1,4%,-3%,-0.4,-8%,39*,-2%,-1%,4%
CCOC(=O)NC1(NCc2ccccc2)Oc2ccccc2O1,24,-6%,-12%,-0.7,-14%,-7,-13%,?,-4%
CCC(=O)C1=C(c2ccc(OC)c(OC)c2)N(C(=O)CC)n2c(CC)nnc2S1,-2,3%,-2%,-2.0,-6%,·,10%,5%,4%
COc1ccccc1NC(=S)N1CCc2cc(OC)c(OC)cc2C1,-9,-18%,2%,0.3,9%,-10,-1%,-4%,-12%
Cc1ccc(-c2cn(S(=O)(=O)c3cccc4nsnc34)nc2N)cc1,-3,-5%,-3%,-0.1,?,-4,25%,-5%,9%
CCOCCCNC(=O)c1cc(Cl)c(NC(=O)C2=C(C)OCCS2)cc1OC,-3,-5%,-7%,0.2,15%,-3,-11%,-1%,-2%

These rows are one share of the data; count on the stated rates, not on these rows.
